# Screening data (PubChem)
# PLCb3 inh: PLC-beta3 (human) inhibition, primary screen; Q01970; Purified PLC-beta3, fluorogenic substrate, fluorescence; inhibition, % at 12.2 µM; hit rate 0.18% among 370,000; in the data active = inhibition above about 11%;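 note: 0% = median of compound wells on plate and 100% = full blocker control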
# proKLK7 act: activators of human kallikrein-7 zymogen; P49862; purified proKLK7, EDANS-DABCYL substrate fluorescence; 100% is mature enzyme control, 0% vehicle; activation, % at 7 µM; hit rate 0.9% among 370,000; AID 652039;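 active = activation above the mean of all tested compounds plus 3 SD, computed per campaign excluding outliers beyond control limits, cut at about 13% in these data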
# Target sequence (P49862 whole entry, looked up): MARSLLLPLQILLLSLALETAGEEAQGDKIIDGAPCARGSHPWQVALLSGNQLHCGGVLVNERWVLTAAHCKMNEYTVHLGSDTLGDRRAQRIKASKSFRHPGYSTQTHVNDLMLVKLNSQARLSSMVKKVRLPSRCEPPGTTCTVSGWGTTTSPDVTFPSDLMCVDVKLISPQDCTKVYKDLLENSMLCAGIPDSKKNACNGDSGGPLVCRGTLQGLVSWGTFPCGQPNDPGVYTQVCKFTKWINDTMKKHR
# ARFGAP1 inhibitor: rat ARFGAP1 inhibition; inhibition, % at 16.5 µM; hit rate 0.26% among 360,000; Arfgap1-stimulated ARF1 GTP hydrolysis, GDP FP detection; Q62848; AID 651572;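 active = inhibition above a per-plate limit, mean inhibition of low control wells plus 3 SD, cut at about 25% in these data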;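 note: 0% = DMSO wells with enzyme and 100% = wells lacking Arfgap1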
#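 Material – truncated rat Arfgap1 GAP domain · Buffer or medium – HEPES-based buffer, pH 7.5 · Reagent – human ARF1(Δ1-17)-GTP substrate · Dosing – 16.5 µM single point, 1.26% DMSO · Schedule – GTP hydrolysis reaction 2 h at 25 °C · Technique – GDP detection by fluorescence polarization · Benchmarks – No-Arfgap1 wells (100%) versus DMSO full-reaction wells (0%) · Repeats – single replicate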
# ASAP1 GAP inh: blocks human ASAP1-stimulated Arf1 GTP hydrolysis. Q9ULH1. GDP FP detection. inhibition, % at 16.5 µM. hit rate 0.19% among 360,000; in the data active = inhibition above about 25%;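 note: 0% = vehicle with enzyme and substrate and 100% = no enzyme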
# Tn7 DDE FP: inhibitors of Tn7 peptide binding to human fibrin DD(E); AID 720508; inhibition, % at 8.3 µM; hit rate 0.13% among 370,000; FP displacement of FITC-Tn7 peptide from fibrin DD(E); 0% = median of compound wells per plate;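 active = inhibition above the mean of compounds falling within the control limits plus 3 SD of them, cut at about 14% in these data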;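 note: 0% = plate median of compound wells and 100% = 10 µM Aha-Tn7 peptide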
#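 Assay system: Fibrin-DD(E) protein isolated from polymerized human fibrin clots; read-out basis: percent inhibition; medium: Tris/NaCl/CaCl2 buffer, pH 7.8; signal: FP measurement; incubation: 10 min plus 3 h, room temperature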
# PLC-gamma1 inh: blocks human PLC-gamma1 enzyme activity. P19174. purified PLC-gamma1, fluorogenic substrate, fluorescence. inhibition, % at 12.2 µM. hit rate 0.84% among 370,000; in the data active = inhibition above about 9.5%
# UHRF1 MBD2 ctr: UHRF1 methyl-DNA binding inhibition; Q96T88; UHRF1 binding to methylated oligo, TR-FRET; inhibition, % at 4.4 µM; hit rate 0.75% among 370,000; AID 687016; in the data active = inhibition above about 21%;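 note: UHRF1 SRA domain binding a hemimethylated CpG hairpin DNA probe; 0% = median of test compound wells and 100% = reference inhibitor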
# Target sequence (Q96T88 whole entry, looked up, the tested form may be a part): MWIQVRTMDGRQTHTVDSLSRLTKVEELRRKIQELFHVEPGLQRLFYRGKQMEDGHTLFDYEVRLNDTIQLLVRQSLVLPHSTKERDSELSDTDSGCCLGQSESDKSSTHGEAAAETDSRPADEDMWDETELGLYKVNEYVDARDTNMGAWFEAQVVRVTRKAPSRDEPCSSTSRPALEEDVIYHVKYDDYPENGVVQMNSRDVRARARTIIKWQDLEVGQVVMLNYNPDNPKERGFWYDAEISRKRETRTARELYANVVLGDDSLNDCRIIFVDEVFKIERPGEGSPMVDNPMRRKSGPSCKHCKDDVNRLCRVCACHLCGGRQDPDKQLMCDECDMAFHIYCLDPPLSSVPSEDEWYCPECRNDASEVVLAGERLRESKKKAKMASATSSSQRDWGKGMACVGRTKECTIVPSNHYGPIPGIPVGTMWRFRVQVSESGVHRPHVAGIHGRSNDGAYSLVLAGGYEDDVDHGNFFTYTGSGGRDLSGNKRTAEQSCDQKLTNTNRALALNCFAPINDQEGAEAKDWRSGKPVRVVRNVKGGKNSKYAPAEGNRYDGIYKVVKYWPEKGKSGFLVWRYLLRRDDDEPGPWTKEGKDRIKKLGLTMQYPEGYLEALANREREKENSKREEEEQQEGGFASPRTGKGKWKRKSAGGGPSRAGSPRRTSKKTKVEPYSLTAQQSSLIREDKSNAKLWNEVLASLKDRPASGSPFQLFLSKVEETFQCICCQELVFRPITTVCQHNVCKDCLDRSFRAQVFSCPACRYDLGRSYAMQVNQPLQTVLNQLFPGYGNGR
# sPLA2-III inh: Blocks human group III sPLA2 activity | Q9NZ20 | QFRET BODIPY PC-A2 liposome hydrolysis, fluorescence | inhibition, % at 12.2 µM | hit rate 0.56% among 370,000 | AID 743126;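 active = inhibition above mean plus 3 SD of compounds lying within the high and low control bounds, cut at about 19% in these data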;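 note: 0% = median of test compound wells and 100% = no enzyme DMSO wells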
# Tn6 DDE FP: DD(E)-Tn6 binding inhibition, primary FP screen; P02675; Fibrin DD(E) TRITC-Tn6 fluorescence polarization displacement; inhibition, % at 8.3 µM; hit rate 0.21% among 370,000;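 active = inhibition above a per-campaign cutoff: mean of compounds within control limits plus 3 SD, cut at about 15% in these data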;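 note: 0% = median of all compound wells on the plate and 100% = blocking peptide control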
# NR1D1 modulator: modulates human Rev-erb alpha binding to DNA | Rev-erbα–FITC-DNA binding, fluorescence polarization, 90 min | activity, % at 10 µM | hit rate 0.79% among 370,000;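 active = activity above about 14%, limit read from the data; passing the limit was not always enough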;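 note: 0% = DMSO wells with 35 nM protein and 100% = DMSO wells with 750 nM protein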
# Active calls of the source: *; . = no result given; & = joins results of further samples.
SMILES,PLCb3 inh,proKLK7 act,ARFGAP1 inhibitor,ASAP1 GAP inh,Tn7 DDE FP,PLC-gamma1 inh,UHRF1 MBD2 ctr,sPLA2-III inh,Tn6 DDE FP,NR1D1 modulator
Cc1ccc(Nc2cc(C)nc3nnnn23)cc1,-5,0.0,7,10,-2,0,-1,-5,0,-1
CC1(C)C2CCC(C2)C1(C)NC(=O)C[N+](C)(C)C (centres undefined),0,-0.3,5,-11,-1,0,2,2,9,-1
C[C@H]1CN([C@@H](C)CO)C(=O)CCCn2cc(nn2)CO[C@@H]1CN(C)C(=O)Cc1ccccc1,3,0.1,3,4,-2,2,-1,7,3,-3
COc1ccccc1CNCc1cccc(Oc2ccccc2)c1,-6,0.1,4,11,0,0,2,3,4,-5
CCOC(=O)/C(C#N)=N/Nc1ccccc1OC,4,-0.3,-7,-5,-2,5,-3,-3,4,-2
Cc1ccc(-c2cc(C(=O)Nc3ccc4c(c3)OCCO4)c3ccccc3n2)cc1,-12,-3.2,1,-5,-5,-5,-2,-8,0,-1
CCOc1ccc(C2/C(=C(/O)c3ccc(S(=O)(=O)N4CCCCC4)cc3)C(=O)C(=O)N2CCCOC)cc1OC (centres undefined),-36,0.6,6,-2,-3,-14,-5,-15,-6,-5
COCCN(C(=O)Nc1ccc(OC)cc1OC)C1CCN(C(C)C)CC1,0,0.1,12,-25,-8,1,-3,3,0,2
Cc1cc(Br)cn2c(Cc3ccsc3)c(C(C)(C)C)nc12,-84,3.2,8,1,4,-67,12,-78,7,5
Cc1ccc(C(=O)Nc2nc(-c3ccccn3)cs2)o1,-22,-0.1,-4,-7,6,-11,-4,7,-2,-9
Cc1ccccc1NC(=O)Nc1ccccc1C(=O)NCc1ccccc1,-12,-0.1,21,7,-1,-7,4,11,-7,-4
CCC(C#Cc1ccccc1)N(C)C(N)=NC(=O)/C=C/c1ccccc1 (centres undefined),-3,.,.,.,-2,-1,-1,2,-2,-8
CCn1c2ccccc2c2nnc(SCCN3CCCCC3)nc21,-12,0.5,-2,3,2,-3,-2,12,-1,-3
O=C(OCc1ccccc1)N1CCc2ccccc21,-10,-0.5,3,19,7,-2,8,9,-6,-4
CN(C)C1=NC[C@H](Cc2ccccc2)N1CCCC1CCCC1,-3,0.3,10,12,1,7,23*,-17,3,-6
O=C1SCCC1NS(=O)(=O)c1ccc([N+](=O)[O-])cc1 (centres undefined),-4,-0.2,6,-3,-2,2,4,4,-2,-1
CCOC(=O)c1c(NC(=O)CSc2nnc(C)s2)sc2c1CCC(C)C2 (centres undefined),-2,-0.5,-15,-6,3,0,-5,-7,3,-5
O=C(Cn1cc(C(F)(F)F)ccc1=O)N/N=C/c1ccc(Cl)cc1Cl,0,0.1,7,6,3,1,-5,4,5,-6
Cc1ccc(OC/C(O)=C(\C#N)c2nc3ccccc3s2)cc1,-2,-0.8,-21,-3,-3,0,-2,-11,-9,5
COc1ccc(C(=O)Oc2ccc(/C=N/NC(=O)c3cccnc3)cc2OC)cc1,-6,0.6,21,19,3,1,1,-8,-2,0
CC1Cc2cc(S(=O)(=O)N3CCN(c4cccc(Cl)c4)CC3)ccc2N1C(=O)C1CC1 (centres undefined),-7,-0.1,0,-3,9,-2,-2,7,8,3
Cc1ccc2c(N)c(C)ccc2c1,-222,-48,4,8,-3,-183,-2,12,-9,0
COc1ccc(C2CC(c3ccccc3)=NN2S(=O)(=O)c2ccccc2)cc1 (centres undefined),-6,0.3,5,-9,0,2,-1,1,-7,-1
COc1cc(C(=O)NC2CCCCC2)ccc1OCc1ccc(Cl)cc1Cl,1,-0.2,-4,2,-3,-1,-1,-3,-6,-6
Cc1onc(-c2ccccc2)c1C(=O)Nc1ccccc1NC(=O)c1c(-c2ccccc2)noc1C,-5,-0.8,10,1,0,2,-1,0,3,9
O=c1c(OC2OC(CO)C(O)C(O)C2OC2OC(CO)C(O)C(O)C2O)c(-c2ccc(O)cc2)oc2cc(O)cc(O)c12 (centres undefined),4,-0.6,4,13,-1,4,1,4,5,-15
O=C(Cn1nnc(-c2ccccc2NC(=O)c2ccco2)n1)NC1CCCCC1,2,-0.4,2,5,6,3,1,4,0,3
COc1cccc(NC(=O)Nc2nc(SC)ns2)c1,-3,-0.1,8,4,-4,2,0,-7,-7,3
O=C(/C=C/C=C/c1ccc2c(c1)OCO2)N1CCCCC1,-101,6.5,2,19,4,-76,1,8,6,8&-8
COc1cc2cc(CCOC(=O)c3ccc(C(F)(F)F)cc3)oc(=O)c2cc1OC,-2,0.2,-5,-5,11,0,-2,2,10,2
COc1ccc(OC)c(NC(=O)NNS(=O)(=O)c2ccc(C)cc2C)c1,-5,0.3,7,12,-5,5,-4,-24,-3,6
COc1cccc(C=NCC(C)N=Cc2cccc(OC)c2O)c1O (centres undefined),0,-1.0,-2,19,0,4,0,3,7,-1
O=C(NNc1cc(Cl)cc(Cl)c1)c1c(F)cccc1Cl,-6,0.1,1,6,7,-2,1,4,1,-5
COc1ccc(C(=O)NC(C)c2cccnc2)cc1S(=O)(=O)N(C)Cc1ccccc1 (centres undefined),-5,0.2,-5,-7,2,6,-1,4,7,0
C1CC(CN2CCOCC2)CN(Cc2nc(CC3CC3)no2)C1 (centres undefined),-3,0.0,8,7,0,-2,2,2,5,4
CCOC(=O)c1c(C)[nH]c(C)c1S(=O)(=O)NC1CCN(C(=O)OCC)CC1,-4,0.2,15,7,-2,0,3,5,0,-5
CN(C)S(=O)(=O)c1cccc(NC(=O)c2cc([N+](=O)[O-])ccc2N2CCCCC2)c1,0,0.7,-11,-4,2,2,-2,-3,7,3
CCCCN(C)C(=O)CCCc1c[nH]c2ccccc12,1,-0.5,-4,2,5,-1,3,-11,-1,-3
COc1ccc(C(NC(=O)CC(C)C)c2c(O)ccc3ccccc23)cc1 (centres undefined),-14,-2.6,-2,0,-3,-9,0,-36,7,0
Cc1c(-c2n[nH]c(=S)n2-c2ccc(Br)cc2)nnn1-c1ccc(Cl)cc1,2,-0.1,3,-12,13,-2,-1,12,7,5

# Single records (already shown). Values in the order: PLCb3 inh, proKLK7 act, ARFGAP1 inhibitor, ASAP1 GAP inh, Tn7 DDE FP, PLC-gamma1 inh, UHRF1 MBD2 ctr, sPLA2-III inh, Tn6 DDE FP, NR1D1 modulator
# O=C(/C=C/C=C/c1ccc2c(c1)OCO2)N1CCCCC1 is listed as -101, 6.5, 2, 19, 4, -76, 1, 8, 6, 8&-8
# Cc1c(-c2n[nH]c(=S)n2-c2ccc(Br)cc2)nnn1-c1ccc(Cl)cc1 is listed as 2, -0.1, 3, -12, 13, -2, -1, 12, 7, 5
# Cc1ccc2c(N)c(C)ccc2c1 is listed as -222, -48, 4, 8, -3, -183, -2, 12, -9, 0
# CCOC(=O)c1c(C)[nH]c(C)c1S(=O)(=O)NC1CCN(C(=O)OCC)CC1 is listed as -4, 0.2, 15, 7, -2, 0, 3, 5, 0, -5

# New compounds follow:
SMILES,PLCb3 inh,proKLK7 act,ARFGAP1 inhibitor,ASAP1 GAP inh,Tn7 DDE FP,PLC-gamma1 inh,UHRF1 MBD2 ctr,sPLA2-III inh,Tn6 DDE FP,NR1D1 modulator
CCCCc1nc(N)c(C#N)c(-c2ccco2)c1CCC,-63,-0.4,8,-1,6,-67,4,-1,-2,8
COC(=O)Cn1cnc2c(cnn2-c2ccc(OC)cc2)c1=O,-10,-0.2,-1,2,-3,-4,-3,3,-3,-3
CCOC(=O)Cn1cnc2c(sc3nc(C)cc(C)c32)c1=O,0,0.4,11,3,-6,0,6,19,-4,-9
CC1Cc2ccccc2N1C(=O)C1CC(=O)N(c2ccccc2)C1 (centres undefined),-5,0.3,9,-17,6,0,1,-1,-2,-2
NC(=O)c1ccccc1NC(=O)c1ccccc1Cl,-2,-0.9,10,8,3,3,6,5,4,3
CCN(CC(=O)Nc1c(F)cccc1F)C(=O)CNC(=O)c1ccc2ccccc2c1,-2,0.1,-14,8,-1,3,12,0,-1,-5
CC1CCCCC1NC(=O)Cn1cnc2sccc2c1=O (centres undefined),0,0.5,-3,-14,-1,3,1,-7,1,-1
CCN(Cc1ccccc1)C(=O)CN1C(=O)NC(CC)(c2ccc(F)cc2)C1=O (centres undefined),-3,-0.6,-12,-9,-5,0,0,-4,0,-2
C[C@H](CO)N1C[C@H](C)[C@@H](CN(C)C(=O)Nc2ccc3c(c2)OCO3)Oc2ccc(NC(=O)C3CCCCC3)cc2C1=O,-11,0.2,13,-4,0,-9,-1,-3,4,-1
COc1cccc(NCc2ccc([N+](=O)[O-])s2)c1,-2,-0.9,-2,0,1,1,3,13,-1,-10
CCCCNC(=O)OC(C)CNC(=O)OC (centres undefined),1,-0.4,-1,-9,-2,4,-2,-2,8,5
Cc1ccc2nc(SCC(=O)NCc3ccc(F)cc3)nc(=O)n2c1,-10,-0.2,-2,-14,4,-6,12,1,5,-2
Cc1sc2nc(CSCC(=O)N(CCC#N)c3ccccc3)[nH]c(=O)c2c1C,-24,-0.7,-4,2,4,-19,-1,-5,6,-4
O=C(CCc1ccccc1)NCCCNC(=O)CCc1ccccc1,-5,-0.3,9,1,3,1,16,14,-1,-1
Cn1c(SCC(=O)c2ccccc2)nnc1C1COc2ccccc2O1 (centres undefined),-6,0.1,8,10,2,3,5,-28,-15,-2
Oc1c(Br)cc(Cl)cc1C=Nc1ccccc1Br,-3,0.2,-9,-3,-9,-3,-4,1,-10,-5
CCC(CC)c1nnc(NC(=O)CN2C(=O)c3ccccc3C2=O)s1,-1,-0.5,4,0,0,-1,-3,-5,-3,-5
CCOP(=O)(OCC)c1nc(-c2ccc(C)cc2)oc1N1CCOCC1,-31,0.6,-14,-4,-2,-19,-1,0,3,5
O=C(Oc1c(Cl)cc(Cl)c2cccnc12)N1CCCCC1,0,-0.5,5,14,2,0,1,1,-7,4
O=C(NCc1cccc(Cl)c1)c1cnn2c1NC(c1ccco1)CC2C(F)(F)F (centres undefined),-5,-0.1,-4,9,-2,-5,2,-30,3,5
COc1cccc(-c2nc(CS(=O)(=O)CC(=O)N3CCc4ccccc4C3)c(C)o2)c1,3,-0.6,-1,9,8,2,2,-17,5,1
Cc1nnc(NC(=O)CSc2nnc(CC(=O)Nc3ccccc3Cl)n2C)s1,-8,0.2,8,12,-5,-3,2,2,-1,1
Nc1ncc(Br)cc1S(=O)(=O)Nc1cc(C(F)(F)F)cc(C(F)(F)F)c1,-35,0.1,10,20,-3,-8,6,-97,-4,-3
Cc1ccc(S(=O)(=O)N2CCC(C(=O)N3CCN(Cc4ccccc4)CC3)CC2)cc1,9,0.7,-3,8,6,3,-1,-8,6,6

# UHRF1 MBD2 ctr, hit marks shown above
SMILES,PLCb3 inh,proKLK7 act,ARFGAP1 inhibitor,ASAP1 GAP inh,Tn7 DDE FP,PLC-gamma1 inh,UHRF1 MBD2 ctr,sPLA2-III inh,Tn6 DDE FP,NR1D1 modulator
CN(C)C1=NC[C@H](Cc2ccccc2)N1CCCC1CCCC1,-3,0.3,10,12,1,7,23*,-17,3,-6

# Hits appear at their usual frequency. About 4.5% of those tested had a hit in this group.
